Source: PubChem BioAssay
GalR3 antag = blocks the human galanin receptor 3; O60755; HEK293 GalR3-CNG cAMP membrane potential fluorescence; galR3 body fused to GalR1 C-terminus; AID 651719; 0.44% of 360,000 active; inhibition, % at 3 µM;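 active = inhibition above the screen-wide average plus 3 SD, cut at about 13% in these data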;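 also: forskolin and galanin both at EC90 stimulate the cells; cAMP rise reported by CNG channel membrane potential dye signal; 0% = forskolin plus galanin with DMSO and 100% = forskolin alone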
Target sequence (O60755 1-299 limits assumed): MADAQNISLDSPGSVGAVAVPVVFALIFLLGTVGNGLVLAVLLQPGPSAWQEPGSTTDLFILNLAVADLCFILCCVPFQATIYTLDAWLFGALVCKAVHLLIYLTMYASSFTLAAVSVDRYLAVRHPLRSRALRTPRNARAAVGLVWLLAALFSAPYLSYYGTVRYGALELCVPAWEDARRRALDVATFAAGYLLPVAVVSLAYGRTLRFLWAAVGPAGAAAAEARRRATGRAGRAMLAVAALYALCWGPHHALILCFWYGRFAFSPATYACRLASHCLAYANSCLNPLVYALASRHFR
MEKK2 WT-MEK5 = raises or lowers MEK5 binding to wildtype human MEKK2 PB1 domain | Q9Y2U5 | bead flow cytometry, Alexa488-MEK5 binding to MEKK2 WT; actives lie on both sides | binding response (% of control), % at 10 µM | 1.1% of 290,000 active; in the data active = binding response below about 67% or above about 130%
GPR7 antag = human neuropeptides B/W receptor 1 antagonism | inhibition, % at 4.4 µM | P48145 | GPR7-expressing cells, fluorescence antagonist assay | AID 1861 | 1.1% of 290,000 active; in the data active = inhibition above about 16%, passing the limit was not always enough;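 also: cells stimulated with the agonist NPW; 0% = agonist with vehicle and 100% = vehicle without agonist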
MEKK2mut PB1 HTS = signal of MEK5 binding to mutant human MEKK2 PB1 domain | bead flow cytometry, Alexa488-MEK5 binding to MEKK2 mutant | percent response, % at 10 µM | 0.35% of 290,000 active; in the data active = percent response above about 24%, passing the limit was not always enough; also: inactives centre near 1; some results filed as inactive read as strong as hits; reference of the scale not given here
OXTR agonist = agonists of human oxytocin receptor; AID 2435; activation, % at 3 µM; CHO-OTR cells, Fluo-8 calcium fluorescence; normalized: DMSO 0%, oxytocin 100%; 0.32% of 320,000 active;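 active = activation above the mean of all tested compounds plus 3 SD, cutoff set per screening run, cut at about 20% in these data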;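 also: peak over basal fluorescence ratio from a 100 s FLIPR kinetic read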
MEKK3 PB1 HTS = MEKK3-MEK5 PB1 interaction, increase or decrease; Q99759; bead-based flow cytometry, Alexa488-MEK5 binding to MEKK3; actives lie on both sides; 0 = blocked by unlabeled MEK5, 100 = vehicle; binding response (% of control), % at 10 µM; 1.4% of 290,000 active;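 active = binding response more than 3 SD above or below the average of its plate-row segment, actives on both sides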;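 also: Alexa488 bead fluorescence after subtracting the streptavidin-only scavenger bead signal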
V1aR counter = activates human V1a receptor in oxytocin agonist counter-screen; CHO-V1R cells, Fluo-8 calcium fluorescence, agonist mode; 0% DMSO, 100% 3 nM vasopressin; activation, % at 3 µM; 0.25% of 320,000 active;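 active = activation above the mean activation of all tested compounds plus 3 SD, per screening run, cut at about 20% in these data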;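 also: signal is peak over basal fluorescence ratio across a 100 second FLIPR read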
Target sequence (P37288 whole entry, looked up): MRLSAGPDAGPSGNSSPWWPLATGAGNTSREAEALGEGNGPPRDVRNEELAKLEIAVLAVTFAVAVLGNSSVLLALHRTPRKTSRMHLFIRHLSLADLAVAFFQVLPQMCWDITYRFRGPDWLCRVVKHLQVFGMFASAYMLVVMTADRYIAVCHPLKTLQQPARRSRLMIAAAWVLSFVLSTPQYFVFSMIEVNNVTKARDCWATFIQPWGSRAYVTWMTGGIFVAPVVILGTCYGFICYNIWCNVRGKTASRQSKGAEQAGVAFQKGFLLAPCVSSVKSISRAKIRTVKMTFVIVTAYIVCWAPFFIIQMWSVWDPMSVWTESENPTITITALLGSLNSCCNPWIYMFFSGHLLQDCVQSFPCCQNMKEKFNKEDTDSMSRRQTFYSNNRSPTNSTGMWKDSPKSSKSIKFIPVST
NALP1 yeast inh = inhibitors of NALP1 inflammasome in yeast; S. cerevisiae NALP1/ASC/caspase-1 growth, X-gal OD620, 72 h; inhibition, % at 10 µM; 0.61% of 280,000 active; in the data active = inhibition mostly above about 24%, no sharp cut-off; inactive = mostly below about 32%; also: some compounds called inactive have numbers as strong as hits
PHOSPHO1 inh = PHOSPHO1 (human) inhibition | recombinant PHOSPHO1, absorbance phosphatase assay | inhibition, % at 13.3 µM | 1.1% of 290,000 active | AID 1565; in the data active = inhibition above about 60%
Target sequence (Q8TCT1 whole entry, looked up): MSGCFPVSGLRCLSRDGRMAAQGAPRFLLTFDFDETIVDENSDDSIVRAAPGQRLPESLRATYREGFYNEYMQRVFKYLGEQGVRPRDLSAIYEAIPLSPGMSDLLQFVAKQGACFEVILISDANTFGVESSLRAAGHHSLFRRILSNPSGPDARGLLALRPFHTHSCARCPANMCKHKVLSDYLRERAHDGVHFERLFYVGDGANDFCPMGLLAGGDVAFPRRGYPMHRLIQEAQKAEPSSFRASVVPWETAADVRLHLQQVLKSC
* = called active by the depositor; nt = not tested or not shown. Hits appear at their usual frequency; any-hit rate near 5.4%.

SMILES | GalR3 antag | MEKK2 WT-MEK5 | GPR7 antag | MEKK2mut PB1 HTS | OXTR agonist | MEKK3 PB1 HTS | V1aR counter | NALP1 yeast inh | PHOSPHO1 inh
COc1ccc(OC)c(CN2CCN(C(=O)c3cc(S(=O)(=O)Nc4ccccc4OC)ccc3C)CC2)c1 | -4 | 102 | 1 | 4 | 3.1 | 102 | 4.0 | 15 | 46
CC(Oc1ccc(Cl)cc1)C(=O)N/N=C/c1ccsc1 (configuration not stated) | 5 | 103 | -10 | 0 | -1.7 | 111 | 0.0 | 30 | -4
C/C(=N\NC(=O)CCC(=O)Nc1ccc(C)c(C)c1)c1cccs1 | -4 | 94 | -16 | -4 | -1.0 | 101 | 0.7 | 8 | 37
Cc1cc2c(cc1C)CSC(c1ccc(O)cc1)SC2 | -5 | 87 | -5 | -9 | 0.0 | 81 | -0.1 | -5 | 24
COC(=O)c1ccc2c(=O)n(CCN3CCOCC3)c(SCC(=O)Nc3cccc(OC)c3)nc2c1 | -7 | 99 | -13 | -1 | -1.6 | 100 | -1.2 | -4 | -20
O=C(Nc1ccc(Cl)c(S(=O)(=O)N2CCOCC2)c1)c1ccccn1 | -3 | 100 | -3 | 0 | 0.6 | 114 | 0.0 | 28 | 24
O=c1c2ccccc2nnn1Cc1ccccc1Cl | 1 | 97 | 9 | -2 | -1.8 | 104 | -1.5 | 9 | 50
O=C(CN1CCN(c2ccccc2)CC1)N1CCN(c2ccccc2)CC1 | -3 | 98 | 4 | 3 | 0.7 | 98 | -0.1 | -4 | -2
CC(=O)Nc1ccc(OCC(O)Cn2ccnc2C)cc1 (configuration not stated) | -1 | 105 | -22 | 2 | 0.6 | 103 | 0.2 | 11 | 10
COc1cc2[nH]cc(C(=O)NCc3ccccc3)c(=O)c2cc1OC | -6 | 105 | -11 | 7 | 0.4 | 107 | 0.2 | -1 | 24
O=C(Cn1c(COc2ccccc2)nc2ccccc21)Nc1cc(Cl)ccc1Cl | 3 | 93 | -4 | 6 | -2.6 | 97 | 1.1 | 32 | -2
COc1cccc(C2/C(=C(\O)c3ccc4c(c3)OCCO4)C(=O)C(=O)N2Cc2cccnc2)c1 (configuration not stated) | -2 | 102 | -6 | 4 | 1.1 | 102 | 0.8 | -10 | 58
NNC(=O)CCc1c[nH]c2ccccc12 | 1 | 97 | -5 | 2 | 2.0 | 107 | 0.3 | -6 | 0
CCOc1ccc(-n2c(SCC(=O)Nc3ccc(CC)cc3)nc3n[nH]c(C)c3c2=N)cc1 | -7 | 103 | -12 | 6 | -1.8 | 109 | -0.5 | 17 | -5
COc1ccccc1N1CC(C(=O)Nc2nnc(SCc3ccccn3)s2)CC1=O (configuration not stated) | 1 | 109 | 1 | 9 | -1.5 | 99 | 0.1 | 9 | 4
CCc1ccc(N=C2NC(=O)/C(=C/c3cc(OC)c(OC)c(OC)c3)S2)cc1 | -1 | 105 | -13 | 4 | -1.6 | 112 | -0.5 | -9 | nt
Brc1ccc(-c2nnc(-c3cccc(Br)c3)o2)cc1 | 0 | 104 | 6 | 5 | -2.3 | 102 | -0.7 | 25 | 17
CCOc1ccc(/C=C2\NC(=S)NC2=O)cc1 | -1 | 81 | -8 | 7 | -0.4 | 106 | -0.4 | -18 | -91
COc1cccc(CN2CC(C(=O)NCCN3CCOC3=O)CCC2=O)c1 (configuration not stated) | -9 | 99 | -3 | 8 | 0.5 | 102 | 0.7 | 14 | 40
O=C(CCN1CCN(CCO)CC1)Nc1ccc(C2CCCC2)cc1 | -4 | 137 | -10 | 7 | 0.2 | 99 | 0.4 | 11 | 39
O=C(N/N=C/c1cccnc1)c1cc(-c2ccccc2Cl)nc2ccccc12 | -1 | 97 | -7 | -1 | -0.7 | 99 | 0.0 | 0 | 21
Cc1cccc2cc(CN(C(=S)NCC(C)C)C3CCCC3)c(=O)[nH]c12 | 4 | 102 | 3 | 0 | -2.8 | 115 | -0.6 | -13 | -1
COc1ccccc1Cc1nc(-c2ccncc2)no1 | -9 | 97 | 5 | -47 | 6.0 | 91 | 3.8 | -1 | 16
Cc1cc(OCCCN2CCCC2)ccc1Cl | 4 | 118 | -10 | 11 | 1.6 | 107 | -0.7 | 7 | 35
CC(=O)Nc1nc2ccccc2[nH]1 | -7 | 103 | -15 | 12 | 0.7 | 104 | 0.6 | 9 | 32
Cc1ccc(NC(=O)CCNC(=O)c2ccc(Cl)cc2)cc1F | -6 | 99 | -7 | -2 | -0.9 | 96 | 0.7 | 31 | -10
CCC1=C(OC(=O)N(CC)CC)N2C(=O)OC(=NCC(=O)OC)[C@]2(Cc2ccccc2)[C@H]2C1=CC[C@H]1C(=O)N(c3ccccc3)C(=O)[C@H]12 | -7 | 97 | nt | 8 | -0.3 | 112 | 0.3 | nt | 9
COc1ccc(C(C)=O)cc1COC(=O)c1cnc(Cl)c(Cl)c1 | 12 | 103 | 8 | -1 | -1.7 | 106 | 0.8 | 7 | -16
CCN(CC)C(=O)CSC(Nc1cccc(F)c1)=C(C#N)C#N | -2 | 108 | 0 | 5 | 3.2 | 109 | 7.3 | -8 | 28
Cc1ccc(C)c(N(CC(=O)NCc2ccco2)C(=O)CCC(=O)Nc2ccccn2)c1 | -1 | 103 | 0 | -3 | nt | 97 | nt | 2 | -14
Nc1cnn(Cc2ccccc2F)c1 | -6 | 92 | 7 | -3 | 0.1 | 97 | -0.4 | 1 | 13
C=CCNC(=O)CC1C(=O)NCCN1Cc1ccc(-c2ccccc2)cc1 (configuration not stated) | -4 | 94 | 4 | -6 | 0.9 | 87 | 3.4 | 4 | 41
COc1ccc(/C=N/NC(=O)CN2CCN(Cc3ccccc3)CC2)cc1Br | 2 | 108 | 1 | 2 | 0.4 | 104 | 0.1 | 6 | 45
Cc1ccc2nsnc2c1NC(=O)CCc1ccccc1 | -4 | 97 | -3 | -2 | -1.6 | 92 | -0.2 | 34 | -8
COc1cc(NC(=S)NC(=O)c2ccccc2F)ccc1NC(=O)c1ccco1 | 1 | 91 | -14 | -2 | -1.6 | 87 | 0.1 | 19 | -10
O=C(Nn1cnc2ccccc2c1=O)c1ccc([N+](=O)[O-])cc1Cl | 0 | 102 | 2 | -7 | 0.3 | 112 | 0.7 | 9 | -7
NS(=O)(=O)c1ccc(NC(=O)COC(=O)c2cn(-c3ccccc3)nc2-c2ccc(F)cc2)cc1 | -5 | 97 | 3 | -2 | 0.6 | 104 | 1.2 | 45 | 5
CC(=O)Nc1ccc(/C(C)=N/NC(=O)c2ccc(CN3CCOCC3)cc2)cc1 | -1 | 78 | -6 | -12 | -0.4 | 93 | 0.9 | 12 | -4
Cc1cc(/C=C2\SC(=S)NC2=O)cc(C)c1O | -8 | 97 | -16 | 1 | 18 | 99 | 7.3 | 4 | 12
CCOc1ccc(S(=O)(=O)Nc2ccccc2C(=O)N2CCCC2)cc1 | -2 | 94 | -4 | -6 | 0.5 | 86 | 1.7 | -13 | -7
CCN1CCN(C(c2cccs2)C(C)NS(=O)(=O)c2ccc(Br)cc2)CC1 (configuration not stated) | -5 | nt | 0 | nt | 2.5 | nt | -0.5 | -8 | 6
Cn1cnnc1SCC(=O)Nc1ccccc1F | -2 | 105 | 3 | 1 | 0.5 | 106 | -0.8 | 3 | 39
COC(=O)c1ccc(CN2CCN(CC(C)C)C(CCO)C2)cc1 (configuration not stated) | -7 | 97 | -1 | -3 | 1.7 | 100 | 0.0 | 17 | 28
NC(=O)NS(=O)(=O)Oc1ccccc1 | 4 | 104 | -13 | 2 | -0.8 | 101 | 0.1 | 21 | 4
C=CCNC(=O)c1ccc(C2SCC(=O)N2Cc2ccccc2)cc1 (configuration not stated) | -1 | 93 | 8 | -2 | 0.6 | 98 | 1.3 | 3 | 43
O=C(CN1CCN(c2ccccc2)CC1)N1CCc2[nH]c3ccccc3c2C1 | -7 | 107 | 12 | 3 | 4.0 | 104 | 1.4 | -2 | 26
CCN(CC(=O)Nc1c(F)cccc1F)C(=O)CNC(=O)c1ccc2c(c1)OCO2 | -1 | 107 | -6 | 9 | 0.5 | 102 | 0.8 | 3 | 17
CC(=NCCc1ccccc1)C1=C(O)COC1=O | 1 | 101 | 9 | 3 | 0.3 | 103 | 1.2 | 9 | -34
COc1cc2c3c(c1)-c1c(sn(-c4cc(OC)ccc4OC)c1=S)C(C)(C)N3C(=O)C2=O | -3 | 88 | -10 | -5 | -1.3 | 97 | -0.8 | -3 | -76
CC(C)=C1C2CCC1C1C(=O)N(c3ccc4c(c3)OCO4)C(=O)C21 (configuration not stated) | -2 | 96 | -9 | -3 | -1.8 | 96 | -0.3 | 30 | -14
(further entries)
SMILES | GalR3 antag | MEKK2 WT-MEK5 | GPR7 antag | MEKK2mut PB1 HTS | OXTR agonist | MEKK3 PB1 HTS | V1aR counter | NALP1 yeast inh | PHOSPHO1 inh
CCN(c1ccccc1)S(=O)(=O)c1ccc(C(=O)Nc2ncccc2O)cc1 | 1 | 109 | -19 | 11 | -0.8 | 105 | 1.2 | 13 | 46
Cc1ccc(S(=O)(=O)Cn2nnnc2C(C(C)C)N2CCC(O)CC2)cc1 (configuration not stated) | -4 | 95 | -3 | -4 | 1.7 | 102 | 1.1 | -17 | 32
COc1ccc2[nH]c(=O)c(-c3nnn(-c4ccc(Cl)nc4)n3)cc2c1 | nt | 103 | nt | 0 | -1.1 | 99 | 1.0 | nt | nt
CN(c1cccc(NC(=O)CN(c2ccc(Cl)c(Cl)c2)S(=O)(=O)c2ccccc2)c1)S(C)(=O)=O | -2 | 108 | 0 | 0 | 0.9 | 96 | -0.3 | 24 | -21
CCN1CCN(c2cc(-c3ccccc3)nc3cc(-c4cccc(F)c4)nn23)CC1 | -7 | 146* | -10 | 49* | 4.8 | 122* | 3.9 | 31 | -2
CCOc1ccc(/C=N/NC(=O)C2CC2)cc1OC | -3 | 100 | -11 | -1 | -0.8 | 103 | -1.2 | 0 | 11
CN(C(=O)c1ccc2c(c1)OCO2)C1CCCCC1 | -1 | 97 | 0 | -5 | -0.7 | 102 | -0.2 | 7 | 5
Nc1ccc(C(=O)N/N=C2\CCCc3c2[nH]c2ccccc32)cc1 | -5 | 108 | -4 | -1 | 2.7 | 105 | 2.9 | 14 | -14
CCNC(=S)NS(=O)(=O)c1ccc(CC)cc1 | -7 | 97 | -2 | 1 | 0.4 | 93 | 0.3 | -4 | -3
CCOc1ccc(/C=C2\SC(=S)N(CC(=O)Nc3ccccn3)C2=O)cc1 | -7 | 100 | 0 | 2 | -0.2 | 103 | -0.5 | 25 | 1
O=[N+]([O-])c1ccccc1Oc1ccc(C(F)(F)F)cn1 | -4 | 105 | -2 | 4 | -2.5 | 106 | -1.1 | 13 | 47
